Cardio protect: protects H9c2 cardiomyocytes from peroxide injury; H2O2 injury protection, ATPLite, 2 h; actives 0.63% (n = 360,000); protection from H2O2 cell death, % at 20 µM;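 active means compounds giving at least 50% protection of heart cells from peroxide-induced death in the single-dose screen, raw or plate-pattern-corrected value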;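 further: 0% = DMSO wells with peroxide and 100% = DMSO wells without peroxide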
NR2E3 ag-1: agonists of human NR2E3 nuclear receptor; CHO-S Gal4-NCOR/VP16-NR2E3 two-hybrid, luciferase; AID 602229; actives 0.35% (n = 360,000); Q9Y5X4; inhibition of corepressor binding, % at 3.98 µM;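 active means inhibition above the mean of all tested compounds plus 3 SD, cut at about 70% in these data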;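 further: 0% = DMSO with NR2E3 transfected cells and 100% = cells lacking NR2E3 construct; higher means lower luciferase signal from less NR2E3 corepressor binding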
Shn3 3UTR inh: inhibitors of Schnurri-3 3'UTR reporter in osteoblasts; inhibition, % at 12.5 µM; Clone20 osteoblast Shn3 3'UTR firefly luciferase, 24 h; actives 0.52% (n = 360,000); AID 588674;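 active means mean inhibition of at least 75% with every replicate also reaching 75%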;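 further: 0% = median of neutral control wells and 100% = pilot-screen positive control compound; some compounds past the cut are filed as inactive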
hiPSC survival: increases survival of single human iPS cells. hiPSC single-cell survival, ATPlite luminescence; 100% = ROCK inhibitor wells, 0% = DMSO. survival enhancement, % at 20 µM. actives 0.044% (n = 360,000). AID 602274; in the data active means survival enhancement above about 18%;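 further: cells exposed to compounds for 16 hours before the ATP read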
PDI turbidity: inhibitors of human protein disulfide isomerase. P07237. PDI insulin aggregation turbidity, A650, 90 min. inhibition, % at 10 µM. actives 0.052% (n = 350,000). AID 588391;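 active means mean inhibition across replicates of 30% or more, whatever share of single replicates reach that level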;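 further: absorbance from insulin aggregation driven by PDI reduction with DTT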
Target sequence (P07237 whole entry, looked up): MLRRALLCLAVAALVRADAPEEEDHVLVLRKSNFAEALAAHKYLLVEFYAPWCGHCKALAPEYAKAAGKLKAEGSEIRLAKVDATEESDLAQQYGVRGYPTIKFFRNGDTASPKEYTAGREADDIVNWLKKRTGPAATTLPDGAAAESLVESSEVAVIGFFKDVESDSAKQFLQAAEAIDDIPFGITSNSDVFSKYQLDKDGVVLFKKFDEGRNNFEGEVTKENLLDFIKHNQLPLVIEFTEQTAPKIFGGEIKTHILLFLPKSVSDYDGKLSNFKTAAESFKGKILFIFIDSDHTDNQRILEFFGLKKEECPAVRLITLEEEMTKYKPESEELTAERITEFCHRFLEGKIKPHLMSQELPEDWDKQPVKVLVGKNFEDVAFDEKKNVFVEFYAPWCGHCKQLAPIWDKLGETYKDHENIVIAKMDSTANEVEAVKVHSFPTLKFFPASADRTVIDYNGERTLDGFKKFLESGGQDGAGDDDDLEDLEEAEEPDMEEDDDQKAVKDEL
HIF-2a block: inhibitors of HIF-2a | 786-0 RCC cells HIF-2a reporter, luciferase luminescence, overnight | inhibition, % at 18.8 µM | actives 0.72% (n = 360,000) | AID 624352;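 active means inhibition of the luminescence signal of 40% or more relative to plate controls, in a single-dose primary screen at 18.75 µM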
HTR2A ag: agonists of mouse serotonin 5-HT2A receptor (HTR2A) | AID 624169 | actives 0.66% (n = 360,000) | CHO-K1 mHTR2A beta-arrestin complementation, luminescence; percent of 30 µM serotonin response | activation, % at 7.6 µM;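 active means activation above a run cutoff, the mean activation of all tested compounds plus 3 SD, cut at about 14% in these data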;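 further: 0% = plate median of compound wells and 100% = 30 µM serotonin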
Target sequence (P35363 whole entry, looked up): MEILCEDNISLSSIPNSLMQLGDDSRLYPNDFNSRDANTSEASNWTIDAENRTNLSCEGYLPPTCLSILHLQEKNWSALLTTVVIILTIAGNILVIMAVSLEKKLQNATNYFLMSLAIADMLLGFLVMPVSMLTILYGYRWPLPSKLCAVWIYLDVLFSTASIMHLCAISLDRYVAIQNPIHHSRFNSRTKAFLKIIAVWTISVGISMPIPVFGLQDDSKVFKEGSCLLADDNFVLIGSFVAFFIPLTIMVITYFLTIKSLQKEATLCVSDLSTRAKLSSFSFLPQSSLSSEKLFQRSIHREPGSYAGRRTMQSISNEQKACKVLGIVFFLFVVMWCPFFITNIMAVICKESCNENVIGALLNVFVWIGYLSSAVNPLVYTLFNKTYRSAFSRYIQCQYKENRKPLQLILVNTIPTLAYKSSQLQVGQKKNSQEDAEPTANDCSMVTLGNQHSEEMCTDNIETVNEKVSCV
NR2E3 ag-2: NR2E3 (human) agonism | Q9Y5X4 | GST-NR2E3/biotin-RetCOR TR-FRET, 1536-well | actives 0.12% (n = 320,000) | inhibition of corepressor binding, % at 4.78 µM | AID 2300;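 active means percent inhibition above the cutoff of mean plus 3 SD of all tested compounds, set per screening campaign, cut at about 20% in these data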;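 further: 0% = DMSO wells and 100% = biotin wells as full block of FRET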
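Material – GST-tagged NR2E3 plus biotinylated RetCOR corepressor · Quantity – NR2E3 fusion 1.35 nM · Times – 5 h incubation at 4 °C · Medium – pH 7.5 Tris-based buffer · Technique – TR-FRET, Eu(K)-anti-GST donor, streptavidin-D2 acceptor, ex 340, em 617/671 nm · Benchmarks – high control biotin, low control 0.6% DMSO · Format – 1536-well plates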
Peg3 promoter: Peg3 promoter activity inhibition. HeLa PEG-Prom luciferase reporter, luminescence, overnight. inhibition, % at 20 µM. actives 1.7% (n = 360,000). AID 588405;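 active means inhibition of at least 50% at 20 µM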
MITF TRPM1 inh: reduces MITF-dependent TRPM1 promoter luciferase signal. inhibition, % at 12.5 µM. SK-MEL-5 TRPM1 promoter luciferase, 24 h. AID 488899. actives 0.83% (n = 330,000);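 active means mean inhibition across replicates of 60% or more, whatever share of single replicates reaches that level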; further: values of inactives mirror those of a sister screen read the other way
CaV13 FRET inh: Disruptors of the CACNA1D IQ motif to Ca2+-dependent inactivation inhibitor domain association, primary screening, Förster resonance energy transfer in intact living … | AID 743397 | HEK cells, CFP/YFP FRET ICDI-IQ, plate reader, 10 min; percent FRET-ratio fall versus neutral wells | actives 0.098% (n = 340,000) | inhibition, % at 12.3 µM;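 active means mean replicate inhibition of at least 30% and at least 1% of replicates passing that level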;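 further: 0% = median of the neutral control wells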
Starred values were filed as active, the others as inactive; x = not tested or not shown.

SMILES	Cardio protect	NR2E3 ag-1	Shn3 3UTR inh	hiPSC survival	PDI turbidity	HIF-2a block	HTR2A ag	NR2E3 ag-2	Peg3 promoter	MITF TRPM1 inh	CaV13 FRET inh
FC(F)(F)c1cccc(Cc2noc(CN3CCCC3)n2)c1	0	2	-4	2.2	5	-12	1	7	-14	2	-5
O=C1/C(=C\c2ccco2)CCC/C1=C\c1ccco1	-6	-24	-36	0.2	1	-236	3	2	-413	-46	-24
COc1ccccc1S(=O)(=O)N(C)C[C@@H]1OCc2cnnn2CCCC(=O)N([C@H](C)CO)C[C@@H]1C	4	-14	-28	2.0	25	3	-2	x	1	x	-9
CSc1sc(-c2ccnc(SCCS(C)(=O)=O)n2)c(-c2ccccc2)c1C#N	15	-18	38	-0.2	-4	8	4	3	15	1	8
COc1ccc(NC(=O)COC(=O)Cc2ccc(-c3ccccc3)cc2)c(OC)c1	-10	-8	-9	-1.3	14	13	0	1	9	0	-4
CCOc1ccc(NC(=O)C2CCN(C(=O)NCc3ccccc3)CC2)cc1	5	-17	3	2.1	4	13	2	-1	1	10	-9
CN(C(=O)COC(=O)c1ccccc1Nc1ccccc1)c1c(N)n(Cc2ccccc2)c(=O)[nH]c1=O	-5	-3	23	-0.4	-3	13	8	0	27	5	-7
CC(C(=O)N1CCC(C(N)=O)CC1)N(c1ccc(Oc2ccccc2)cc1)S(C)(=O)=O (stereo unspecified)	-1	-18	-11	-2.0	-5	11	2	2	14	9	-5
CCN(CC)S(=O)(=O)c1cccc(C(=O)Nc2ccccc2C(=O)N2CCOCC2)c1	8	5	-10	-1.0	3	17	5	1	18	-3	x
Cc1cc(NC(=O)COC(=O)[C@H](Cc2ccccc2)NC(=O)c2ccco2)no1	5	-15	25	-2.7	-3	1	1	x	15	1	-7
CCN(CC)c1ccc(S(=O)(=O)N2CCOCC2)cc1NC(=O)CSc1ccccc1	12	-13	8	-0.6	2	7	0	0	19	1	-6
O=C(N/N=C/c1ccc(O)cc1)c1ccncc1	1	8	-8	0.1	-2	8	7	3	2	-5	-2
CCCCC(=O)N1CCN(c2nc3ccc(Br)cc3s2)CC1	-10	44	-13	0.6	-4	-175	4	1	-251	-13	-7
O=C(CSc1nc(-c2ccccc2)cc(C(F)(F)F)n1)NCc1cccs1	1	x	-13	-0.3	-16	34	x	-1	32	-18	-5
O=[N+]([O-])C1=CC=C2C(=NC3(CCCCC3)N2O)C1=NC1CCCCC1	2	-27	-8	-0.5	-2	10	5	1	9	6	-7
COc1ccc(C(=O)NNC(=O)c2ccc3ccccc3c2O)cc1	27	-8	-25	0.8	-10	9	-2	2	6	2	-2
O=C(Cc1ccccc1)O/N=C1\CCCc2ccccc21	1	-3	-1	-0.3	8	17	3	5	10	11	-7
CCOP(=O)(c1ccc(N(C)C)cc1)C(O)c1ccccc1F (stereo unspecified)	-3	-23	2	-0.5	-11	12	1	1	-3	5	-3
C[C@@H]1CN([C@@H](C)CO)C(=O)CCCn2nncc2CO[C@H]1CN(C)C(=O)Nc1ccc2c(c1)OCO2	-6	1	2	1.7	7	8	1	x	-16	x	-9
O=C(NC1CC1)C1=C[C@H](c2ccc(C(F)(F)F)cc2)C[C@H](OCc2ccc(CO)cc2)O1	-10	3	-27	3.7	-3	-5	1	4	3	-21	-9
COc1ccc(S(=O)(=O)N2CCOCC2)cc1NC(=O)COC(=O)C1=COCCO1	-2	-24	4	-0.2	-2	14	2	1	-2	2	-3
CCc1ccc(C2=NN(C(=O)CCC(=O)O)C(c3cccs3)C2)cc1 (stereo unspecified)	1	-6	-25	0.4	0	-22	-5	4	-36	-6	6
COc1ccc(CNC(=O)CN2C(=O)COc3ccc(S(=O)(=O)N4CCOCC4)cc32)cc1	5	-29	-13	-0.4	15	-12	1	-1	4	-20	-7
Cc1cc(C(=O)NNC(=O)CCN2CCN(c3ccccc3)CC2)c2ccccc2n1	4	-24	-16	0.3	4	7	8	1	10	-2	-5
OCCNCC1(O)C2CC3CC(C2)CC1C3 (stereo unspecified)	2	-10	-16	8.4	1	3	5	4	0	-7	-4
Going on with the list.
SMILES	Cardio protect	NR2E3 ag-1	Shn3 3UTR inh	hiPSC survival	PDI turbidity	HIF-2a block	HTR2A ag	NR2E3 ag-2	Peg3 promoter	MITF TRPM1 inh	CaV13 FRET inh
CC(=O)c1ccc(S(=O)(=O)N2CCc3ccccc3C2)cc1	-5	-4	16	0.6	12	10	-7	2	8	3	-2
Cc1ccc2cc(CN(Cc3nnnn3Cc3ccco3)CC3CCCO3)c(=O)[nH]c2c1C (stereo unspecified)	-1	-3	-4	1.1	-1	4	3	1	4	-15	-4
Cc1ccc(Cl)cc1NC(=O)c1ocnc1C	1	3	3	-0.1	-1	-22	-3	1	-10	8	-4
CCCSc1cc(N2CCN(C)CC2)nc(-c2ccc(OC)cc2)n1	-17	16	7	-2.4	-1	10	-1	1	55*	-10	x
CCOc1cc(C(=O)Nc2ccc(S(=O)(=O)N3CCCCC3)cc2)ccc1OCC(=O)N1CCOCC1	4	-37	12	-0.1	4	18	-3	-1	20	8	-15
Nc1ccc(-c2c3ccc(=O)cc-3oc3cc(O)ccc23)cc1C(=O)O	-2	-44	11	0.4	-17	6	0	-2	-8	3	-4
N#Cc1ccc(C(=O)Nc2nc(-c3cccs3)c(C(=O)C(F)(F)F)s2)cc1	-26	41	46	-1.3	-6	-60	-2	1	14	16	-5
CC1(C)CC(=O)C=C(NNC(=O)c2cccnc2)C1	2	-29	9	-0.5	2	20	4	-3	11	x	-4
Cc1ccc(S(=O)(=O)Nc2ccc3ccccc3c2)cc1	-16	16	-1	0.3	-1	-1	3	x	22	-10	-5
O=C(NNc1nc2c(F)cccc2s1)c1cc(=O)c2ccccc2o1	0	-127	-23	-0.4	-8	-166	3	-1	-174	14	-9
CN1CCN(S(=O)(=O)c2ccc(NC(=O)c3ccc(F)cc3)cc2)CC1	0	21	13	-1.4	-1	-6	-7	2	-6	-1	x
COC(=O)c1ccc(-c2nc(O)c(C)s2)cc1	-10	17	-3	2.9	-6	-11	-5	0	-3	-6	-5
O=C(c1ccncc1)N1CCN(S(=O)(=O)c2cccc(Cl)c2)CC1	-3	3	6	-0.5	1	3	-5	3	0	-14	-5
Nc1nc(Nc2ccccc2)nc2c1ncn2[C@@H]1O[C@H](CO)[C@@H](O)[C@H]1O	23	3	13	7.3	12	-1	6	-4	-1	-8	-5
CC(C)(C)c1csc(Sc2ncccc2[N+](=O)[O-])n1	-9	4	-27	1.3	-7	-79	2	1	-35	-7	-17
Cc1ccccc1Cn1c2ccccc2c2cn[nH]c(=O)c21	-4	-19	-15	5.9	-13	22	-7	2	23	0	x
Cc1noc(NS(=O)(=O)c2ccc(NC(=O)c3oc4ccc(Cl)cc4c3C)cc2)c1C	-6	-43	-11	-0.1	-20	-75	2	2	-66	-9	-2
N#C/C(=C\c1cccn1S(=O)(=O)c1cccc(C#N)c1)S(=O)(=O)c1ccc(F)cc1	13	-27	-7	0.4	2	10	0	x	3	x	-9
COC(=O)c1ccc(C2CC(=O)NC3=C2C(=O)CCC3)cc1 (stereo unspecified)	5	-14	-9	-2.6	-4	17	-3	1	-17	14	x
Nc1ccc(N=Nc2ccccc2O)c(N)c1	-4	-108	-95	-0.1	-1	-283	-8	4	-316	x	-4
CCC(c1nnnn1-c1ccc2c(c1)OCCO2)N1CCN(C(=O)C2CCCO2)CC1 (stereo unspecified)	x	-8	x	-0.2	x	1	1	x	x	x	-5
COc1ccc(CC(=O)NCc2ccccc2Cl)cc1S(=O)(=O)N1CCOCC1	-3	-2	66	3.6	4	20	-2	1	12	7	-4
Cc1sc2nc(CSCC(=O)N(C)CC(=O)Nc3ccc(F)cc3)[nH]c(=O)c2c1C	54*	6	2	-0.3	-1	-17	10	4	8	-12	-17
NC1=NCc2ccccc21	4	-8	-6	4.1	0	-4	5	0	-5	-6	x
Cc1sc(NC(=S)Nc2ccc(F)cc2)c(C(N)=O)c1C	4	9	-8	-2.1	1	-17	-2	1	-10	-3	-4
The list continues.
SMILES	Cardio protect	NR2E3 ag-1	Shn3 3UTR inh	hiPSC survival	PDI turbidity	HIF-2a block	HTR2A ag	NR2E3 ag-2	Peg3 promoter	MITF TRPM1 inh	CaV13 FRET inh
Nc1nc(Cl)cc(N2CCC(c3cc(-c4ccc(Cl)cc4)n[nH]3)CC2)n1	-23	91*	81*	-0.1	-8	12	9	4	22	65*	-7
O=C(OCc1nnc(-c2ccccc2)o1)c1cc(S(=O)(=O)N2CCOCC2)ccc1F	6	0	9	0.2	-2	7	1	-2	-12	4	-5
COc1ccc(C(C(=O)NC2CCCC2)N(C(=O)c2ccco2)c2ccccc2OC)cc1 (stereo unspecified)	1	6	2	0.5	-1	24	-2	2	20	1	-2
COCCNc1nc(NCc2ccccc2)nc2ccsc12	-15	38	49	2.6	3	14	-8	x	29	x	-10
CNC(=O)C(=O)NCC(c1cccs1)S(=O)(=O)c1ccc(F)cc1 (stereo unspecified)	-3	16	6	-0.2	1	6	1	5	1	2	-7
CCc1nc(NCCC(C)C)c(C#N)c2c1CCCC2	-14	-40	7	1.4	-2	15	1	5	19	6	-5
N#Cc1cccc(S(=O)(=O)NCC(=O)NCc2ccc3c(c2)OCO3)c1	2	-9	10	-0.4	-3	9	-3	1	3	11	-5
CNS(=O)(=O)c1cc(OC)c(OC)cc1CC(=O)OC	10	-10	-3	0.2	-3	12	1	1	8	-5	-5
COC(=O)[C@]12C(=O)C(C)=C(O)[C@@]1(C)C(C)=CC1[C@@]34CC[C@@H](OC(C)=O)C(C)(C)C3C(C[C@]12C)OC4=O (stereo partly specified)	-5	10	-7	3.2	x	-2	5	-3	5	3	x
CC1CCCCC1NCC(=O)NCc1ccc(F)cc1 (stereo unspecified)	3	9	-5	0.8	-2	18	8	2	24	-21	2
CCSc1nc(C)nc2c1oc1ccccc12	-2	-3	6	-0.9	-4	-22	1	0	-14	3	-4
O=c1cnnc(Nc2ccc(Cl)c(C(F)(F)F)c2)[nH]1	0	8	15	0.8	11	14	-1	4	-6	7	-1
Cc1ccc(S(=O)(=O)N(C#N)c2nc(C)cc(C)n2)cc1	0	4	5	3.3	4	14	1	-1	5	-16	-5
COc1ccc2nc(SC(C)C(=O)NC3CCCC3)[nH]c2c1 (stereo unspecified)	2	-38	-1	0.2	-2	-2	4	x	17	0	-16
COc1ccc2c(c1)[C@H]1[C@H](CO2)[C@H](c2ccccc2)[C@]2(C)C(=O)Nc3ccccc3C(=O)N12	-6	14	-5	-1.8	-3	22	-6	2	21	16	-5

Screens (PubChem BioAssay)
